XIAP antagonists: small molecules displacing peptide from XIAP – biochemical, IAP family, fluorescence polarization (AID 1018); 200,000 compounds, 0.007% hits; XIAP BIR domain, fluorescence polarization peptide displacement; higher % means a stronger effect; displacement, % at 20 µM; hits with a dose series show IC50 in µM; in the data active = displacement above about 50%; also: a part of the inactive calls stands beside numbers as strong as those of hits
CSM14.1 death rescue: rescue of cells from ER stress-induced death, primary screen, 384-well, CSM14.1, thapsigargin, ATP luminescence (AID 1222); 190,000 tested, under 10 active; cellular ATP content (survival), % at 20 µM, or EC50 in µM where a hit was titrated; CSM14.1 thapsigargin-induced death rescue, ATP luminescence; higher % means a stronger effect;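 active = EC50 below 50 µM in the dose-response confirmation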;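 also: death triggered by thapsigargin at about 15 µM added after 2 h compound pretreatment; cell ATP read after overnight thapsigargin exposure of roughly 18 to 22 hours; normalized against plate controls of thapsigargin alone and 5% DMSO vehicle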
Hep lipid drop: hepatic lipid droplet formation modulation. AML12 mouse hepatocytes, oleate lipid droplets, BODIPY imaging. inhibition, % at 6.5 µM. 240,000 compounds, 0.4% hits. AID 1656;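 active = lipid droplet intensity inhibited by at least 50%, with more than 500 cells counted; inconclusive = wells with under 300 cells, treated as cytotoxic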
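Test system: AML12 mouse liver cells; schedule: overnight exposure; technique: high-content imaging of BODIPY-stained droplets and DAPI nuclei; read-out: % inhibition of corrected integrated BODIPY droplet signal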
Insulin prom up: MIN6 insulin promoter up-regulation. AID 1625. MIN6 insulin promoter-GFP reporter, high-content imaging; active compounds read high. 190,000 compounds, 0.3% hits. z-score at 5 µM;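 active = z-score above 3 at 5 µM with at least 500 cells counted in the well; inconclusive = wells under 500 cells, flagged as cytotoxic or low count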
Autophagy mod: alters autophagy in cells; 190,000 compounds, 0.98% hits; calls only at 10 µM (by protocol); MEF GFP-LC3 puncta imaging; test concentration mostly 10 µM; AID 463193;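 active = percentage of spot-positive cells more than 3 SD above its plate mean, without a fluorescence outlier flag or 80% toxicity; inconclusive = no clear call, values can overlap the other calls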;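 also: spot-positive cell cutoff set from DMSO-treated cells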
MT stabilizer: microtubule stabilization, imaging screen. HeLa tubulin immunostaining HCS, 24 h; share of cells brighter than vehicle mean+2SD. % tubulin-high responders, % at 10 µM. 200,000 compounds, 0.83% hits;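 active = plate Z-score above 3 for both tubulin-high and condensed-nucleus cell shares, with cell loss under 80%, at 10 µM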;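 also: anti alpha tubulin signal scored within the nucleus-defined area of each cell; some results filed as inactive read as strong as hits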
Dynein cargo inh: dynein cargo transport inhibition; z-score, hits read low; AID 1381; 3617.4 mouse cells, GR-EGFP nuclear translocation imaging; test concentration mostly 20 µM; stimulated with dexamethasone, 1 µM; active compounds read low; 220,000 compounds, 0.47% hits;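 active = plate z-score of nuclear minus cytoplasmic receptor signal below a set negative limit, without overly bright fluorescence or cell loss, cut at about -3.5 in these data, passing the limit was not always enough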;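 also: z-score of nuclear minus cytoplasmic ring GR-EGFP intensity difference per well; some compounds called inactive have numbers as strong as hits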
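Buffer or medium: tet-free, stripped-serum medium; reagent: dexamethasone at 1.0 µM final, 30 min; incubation: 48 h induction, 1 h compound, 30 min dex at 37 °C; measured by: formaldehyde fixation, Hoechst nuclear stain, 10x automated fluorescence imaging; read-out: nuclear-to-cytoplasmic GR-EGFP distribution per well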
bCat nuc transl: modulators of beta-catenin nuclear translocation; HeLa beta-catenin nuclear translocation, immunofluorescence imaging; nuclear translocation activity, % at 5 µM; 190,000 compounds, 0.3% hits;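 active = nuclear translocation activity above 50% at 5 µM, with a well cell count of 50 or more; inconclusive = wells under 50 cells across six images, flagged as toxic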;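 also: per-cell ratio of nuclear to cytoplasmic median beta-catenin stain intensity; plate controls were DMSO negative control for no effect and GSK-3 inhibitor IX positive control for full effect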
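Read-out: Nuclear/cytoplasmic beta-catenin signal ratio, % activation | Assay system: Human HeLa cell line | Times: 24 h compound exposure at 37°C, 5% CO2 | Signal: Fluorescence imaging of beta-catenin antibody stain plus DAPI | Dosing: 5 µM primary, 0.02–20 µM confirmation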
WT yeast gro inh: growth inhibition of WT yeast, mitochondrial fusion screen; AID 1362; inhibition, % at 10 µM; mitochondrial fusion phenotypic screen, WT strain; 190,000 compounds, 2.1% hits; in the data active = inhibition above about 58%; tested in S. cerevisiae
WT yeast gro inh mutant strain: further read-out of WT yeast gro inh, marked with its call; inhibition, %; mitochondrial fusion phenotypic screen, mutant strain inhibition
Dynein cargo inh cytoplasmic EGFP: further read-out of Dynein cargo inh, marked with its call; z-score; measured here: cytoplasmic GR-EGFP intensity; active compounds read high
Dynein cargo inh nuclear GR-EGFP: also measured in Dynein cargo inh; calls as there; z-score; measured here: nuclear GR-EGFP intensity;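 lower value marks the stronger effect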
Dynein cargo inh cell count: further read-out of Dynein cargo inh, marked with its call; z-score; measured here: cell count per field
Insulin prom up cell count: also measured in Insulin prom up; calls as there; cell count; measured here: cytotoxicity, nuclei count;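 total cells summed across four imaged fields per well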
Hep lipid drop cells 6.5 µM: recorded beside Hep lipid drop, whose call it bears; cell count; measured here: cell count, cytotoxicity flag;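 cells counted across two imaged fields per well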
bCat nuc transl cell count 5 µM: further read-out of bCat nuc transl, marked with its call; cell count; measured here: cell count, cytotoxicity flag
MT stabilizer Hoechst-high %: recorded beside MT stabilizer, whose call it bears; % Hoechst-high responders; measured here: nuclear condensation Hoechst responders;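 share of cells brighter than vehicle mean plus two SD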
MT stabilizer cytotoxicity %: also measured in MT stabilizer; calls as there; toxicity, %; measured here: cytotoxicity by cell density;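 0% = mean cell density of plate MIN control wells and 100% = no cells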
Autophagy mod cell loss 18 h: recorded beside Autophagy mod, whose call it bears; toxicity, %; measured here: cell loss, nuclei count;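 cell loss after 18 h compound exposure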
The depositor's hits bear a star; i = inactive; ? = inconclusive; · = not tested or not shown.

SMILES	XIAP antagonists	CSM14.1 death rescue	Hep lipid drop	Hep lipid drop cells 6.5 µM	Insulin prom up	Insulin prom up cell count	Autophagy mod	Autophagy mod cell loss 18 h	MT stabilizer	MT stabilizer Hoechst-high %	MT stabilizer cytotoxicity %	Dynein cargo inh	Dynein cargo inh cytoplasmic EGFP	Dynein cargo inh nuclear GR-EGFP	Dynein cargo inh cell count	bCat nuc transl	bCat nuc transl cell count 5 µM	WT yeast gro inh	WT yeast gro inh mutant strain
CCOc1cccc(/C=N/N2C(=O)CSC2=S)c1O	-9.7%	-2.1%	-1	674	0.76	1281	i	27	5.1	1.5	14	-0.73	-0.33	-0.093	1.2	-4.6	1044	-2	11
O=C(Nc1ccc(S(=O)(=O)NCCc2ccccc2)cc1)c1ccc(Br)o1	-5.6%	0.9%	1	826	0.73	1235	i	1	1.5	1.6	2.7	-0.85	-0.28	-0.45	0.56	-1.3	1103	-8	3
Cc1ccc(NC(=O)c2ccc(Cl)cc2Cl)cc1O	·	·	-1	693	-0.14	1057	·	·	·	·	·	-0.14	0.068	0.45	0.17	-0.4	1323	·	·
O=C(COc1ccc(Cl)cc1)N(Cc1ccccc1)c1ccccn1	0.5%	9.2%	·	·	-0.22	1606	i	-3	1.9	1.4	4.6	-0.27	-0.22	-0.53	0.23	-0.2	1396	13	22
Cc1nc2c(Br)c(C)nn2c2c1CCC2	-7.7%	·	-7	728	0.29	1000	i	-11	2.3	1.3	3.1	-0.82	-0.2	-1.1	-0.083	-2.0	1058	-1	-1
Cn1cccc1C(=O)C(=O)Nc1ccccc1	0.1%	-3.7%	·	·	·	·	i	4	3.4	1.4	3.2	0.41	-0.22	-0.58	-0.27	·	·	28	21
COc1ccccc1NC(=O)C12CC3CC(C1)CC(c1ccc(C)cc1)(C3)C2	-2.6%	14%	·	·	-0.43	1665	i	-5	0.6	0.7	5.9	0.15	-0.2	0.073	0.23	-0.2	1345	39	-4
N#Cc1ccsc1NC(=O)CN(Cc1ccccc1)Cc1ccccc1	-9.3%	2.3%	-2	710	-1.7	1482	i	22	2.1	1.4	7.5	1.5	-0.19	0.64	-0.18	1.0	1089	44	19
O=C(Cn1nnc(-c2ccccc2)n1)NNC(=O)c1ccc(Br)cc1	-11%	-2.1%	-14	664	-0.03	1200	i	4	5.4	3.5	4.9	1.9	-0.25	1.3	-0.6	-2.2	1009	-8	4
O=C(CCNS(=O)(=O)c1ccc(Br)cc1)NC1CCCCC1	3.6%	1.0%	10	710	0.44	1042	i	-8	3.6	1.4	7.6	1.3	-0.19	0.22	0.37	·	·	25	3
COc1ccc(NC(=O)c2nc[nH]c2C(=O)N2CCC(C)CC2)cc1	·	·	26	745	1.2	993	·	·	·	·	·	-0.01	-0.64	0.035	-0.63	-1.1	1413	·	·
COc1ccc(-c2nnc(SCC(=O)NC3CCCc4ccccc43)n2N)cc1 (stereo not drawn)	-1.3%	-0.7%	-1	617	-0.24	1538	i	0	3.7	3.2	5.4	-0.83	-0.3	-0.68	0.66	-1.1	1100	-8	-14
CCN(CC)S(=O)(=O)c1ccc2[nH]cc(C(=O)NCCN3CCCCC3C)c(=O)c2c1 (stereo not drawn)	-3.0%	0.8%	·	·	-0.41	1260	i	-3	5.3	2.7	6.8	0.18	-0.21	0.27	0.18	-1.6	983	3	-7
COc1ccc(/C=N/NC(=O)c2ccc(Br)cc2)c(OC)c1	-1.3%	-0.9%	3	702	-1	1316	i	8	2.8	0.9	0.9	0.15	-0.16	0.26	0.025	0.4	1057	0	3
CCCSc1nc2cc(OC)c(OC)cc2c(=N)n1CCCN1CCOCC1	-7.7%	-0.5%	12	654	-1.1	1123	i	1	2.7	1.7	4.2	-0.33	-0.23	-0.00044	0.028	-2.6	1073	-9	19
Cc1ccsc1C1C(C#N)=C(N)N(N(C)C)C2=C1C(=O)CC(C)(C)C2 (stereo not drawn)	-6.4%	-0.9%	19	675	1	1334	i	-5	4.3	2.5	5.0	0.12	-0.37	-0.031	1.3	-0.3	1057	-16	-7
CN(C)Cc1cc(CCNC(=O)c2ccc(Cl)cc2)ccc1O	-2.9%	-0.2%	·	·	-0.04	1156	i	-3	3.2	4.7	11	-0.63	-0.15	-0.13	0.95	-3.6	1150	0	8
O=C(CCN1CCN(c2ccccc2)CC1)Nc1nccs1	-4.3%	1.9%	0	785	1.1	905	i	7	1.9	1.2	9.6	-0.59	-0.043	0.02	0.46	0.7	857	8	14
Cc1oc(CC(C)C)cc1C(=O)NCCCC(=O)O	-3.4%	0.1%	-5	693	0.74	1591	i	22	1.9	1.1	8.3	-0.66	-0.16	-0.36	-0.21	1.6	1547	8	-17
O=C(NC(=S)N1CCN(c2ccc(O)cc2)CC1)c1cccs1	·	·	-19	668	-0.01	1040	·	·	·	·	·	0.25	-0.17	0.026	-0.23	-0.6	1311	·	·
CCNc1nc(NCC)nc(N(C#N)CCOc2ccccc2)n1	-14%	15%	-1	633	-0.69	1223	i	14	2.6	1.7	8.4	0.017	-0.31	0.2	0.53	-0.4	1373	16	33
COc1ccc(N2C(=O)CC(NNC(=O)c3ccco3)C2=O)cc1 (stereo not drawn)	-5.8%	1.7%	4	555	-0.13	1529	i	20	5.0	1.6	6.6	0.069	-0.19	-0.27	1.5	-2.8	1067	13	17
COc1ccc(-c2nnc(SCC(=O)N3CCCCC3)o2)cc1OC	0.1%	0.1%	-5	623	-0.27	1781	i	9	2.1	2.4	7.5	-0.87	-0.18	-0.25	0.17	-0.1	1073	-1	-13
Cc1cc(C)n(-c2cccc3cccnc23)n1	-2.6%	-2.9%	0	689	-0.19	1358	i	3	3.0	1.6	8.5	-0.56	-0.24	-0.35	1.2	·	·	-8	-3
N/C(CCS(=O)(=O)c1ccc(Cl)cc1)=N\OC(=O)c1ccccc1C(F)(F)F	·	·	-4	697	-0.09	1127	·	·	·	·	·	-1.2	-0.2	-0.63	0.9	18	783	·	·
Next part
SMILES	XIAP antagonists	CSM14.1 death rescue	Hep lipid drop	Hep lipid drop cells 6.5 µM	Insulin prom up	Insulin prom up cell count	Autophagy mod	Autophagy mod cell loss 18 h	MT stabilizer	MT stabilizer Hoechst-high %	MT stabilizer cytotoxicity %	Dynein cargo inh	Dynein cargo inh cytoplasmic EGFP	Dynein cargo inh nuclear GR-EGFP	Dynein cargo inh cell count	bCat nuc transl	bCat nuc transl cell count 5 µM	WT yeast gro inh	WT yeast gro inh mutant strain
Cc1nnc(N/N=C/c2ccc(O)c([N+](=O)[O-])c2)[nH]c1=O	-5.1%	9.5%	7	686	0.15	1448	i	20	2.9	2.6	2.9	0.41	-0.22	0.39	-0.71	·	·	11	3
Brc1ccc(C2Nc3cccc4cccc(c34)N2)o1	-8.4%	-0.2%	·	·	·	·	i	6	6.4	1.5	2.5	0.13	0.054	0.62	-1.4	·	·	18	8
Brc1c(CSc2nnc(-c3ccco3)o2)nc2ccccn12	-8.3%	1.0%	·	·	0.14	924	i	-15	1.6	1.4	2.5	-0.33	-0.21	-0.0088	0.93	-2.5	1201	3	-1
CCOCCN1CCN(c2c3c(nc4cc(-c5ccc(F)cc5)nn24)CCC3)CC1	-4.0%	0.0%	·	·	-0.79	823	i	-4	1.9	0.9	3.4	0.78	-0.21	0.55	0.46	-1.4	1118	10	-5
CCn1c(COc2cccc(OC)c2)nnc1SCC(=O)Nc1cc(OC)ccc1OC	2.2%	2.2%	·	·	-0.73	817	i	1	2.7	2.4	13	1	-0.21	1.2	0.26	-6.2	996	-4	1
COC(=O)NCC1(C)CC(NC(=O)OC)CC(C)(C)C1 (stereo not drawn)	-3.6%	0.3%	7	714	0.07	1385	i	-6	2.8	1.4	4.7	-0.47	-0.21	-0.34	0.25	-0.3	1017	10	0
CCCCOc1ccc(/C=N/NC(=O)C2CCCNC2=O)cc1 (stereo not drawn)	·	·	-12	722	0.51	1441	·	·	·	·	·	1.3	-0.16	0.62	-0.97	-3.8	1204	·	·
COc1ccc2cc(CCNC(=O)c3cccs3)c(=O)[nH]c2c1	-3.4%	-2.4%	14	769	-0.21	1113	i	-14	3.4	3.3	2.6	-0.51	-0.0088	0.71	-0.51	-0.7	527	-8	-5
S=C(NCCc1ccc(Cl)cc1)NC1CCCC1	-4.2%	0.5%	·	·	0.05	1425	i	12	4.0	1.1	8.5	0.52	-0.23	0.64	0.19	0.9	1545	65*	46*
COC(=O)[C@@]1(Cc2ccc(OC)cc2)[C@H]2c3cc(C(=O)N(C)C)n(CCc4ccc(OC)c(Br)c4)c3C[C@H]2CN1C(=O)c1ccccc1	-3.7%	1.7%	-2	742	-0.15	1203	i	-64	4.5	3.2	2.1	-0.038	-0.13	0.3	0.38	?	·	25	7
Cn1c(N)c(C(=O)CSc2nnc(-c3ccccc3F)n2C2CC2)c(=O)n(C)c1=O	-10%	-3.4%	-3	668	-0.43	1419	i	6	4.8	1.4	3.5	-0.38	-0.28	-0.36	-0.039	-0.8	1048	-11	10

Compound activity: PubChem, several laboratories
